Screens: PubChem BioAssay, National Center for Advancing Translational Sciences (NCATS)
RORg inh – inhibitors of mouse ROR gamma transcriptional activity. P51450. Drosophila S2 Gal4-RORgamma UAS-luciferase reporter, 20 h. actives 5.4% (n = 310,000). Potency, µM (series often up to 53.6 µM), for inactives: at the highest dose activity change, negative = inhibition, hits mostly inhibitors; further: potency means the concentration at half of the fitted maximal effect; on the % scale 0 is the no-effect control and ±100 the full control effect; nearly all actives have a fitted effect of over 60% in size
Target sequence (P51450 whole entry, looked up, the tested form may be a part): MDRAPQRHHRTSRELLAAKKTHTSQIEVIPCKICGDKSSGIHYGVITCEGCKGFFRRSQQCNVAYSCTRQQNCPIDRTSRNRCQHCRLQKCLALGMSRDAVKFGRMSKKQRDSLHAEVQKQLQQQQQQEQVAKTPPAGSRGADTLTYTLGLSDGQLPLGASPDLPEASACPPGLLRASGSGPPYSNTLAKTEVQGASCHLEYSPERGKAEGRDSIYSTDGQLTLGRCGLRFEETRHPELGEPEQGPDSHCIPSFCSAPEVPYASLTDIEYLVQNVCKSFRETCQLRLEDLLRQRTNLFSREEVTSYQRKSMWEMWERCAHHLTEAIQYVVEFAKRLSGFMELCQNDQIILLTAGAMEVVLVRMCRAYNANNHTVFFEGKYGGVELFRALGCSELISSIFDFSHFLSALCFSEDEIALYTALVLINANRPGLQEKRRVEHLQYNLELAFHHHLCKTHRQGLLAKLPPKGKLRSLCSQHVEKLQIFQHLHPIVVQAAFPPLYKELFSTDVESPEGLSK
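Luciferase reporter read in Schneider cells carrying Gal4-RORγ (mouse) and UAS-Photinus luciferase; cells given compound 1 h before 700 uM copper sulfate induction, then incubated 20 h at ambient temperature.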
NPC1 promoter act – NPC1 promoter activation; Huh7 NPC1 promoter luciferase reporter, 24 h; Potency, µM (titrated, usually from 9.22 µM), inactives show at the highest dose activation, usual class: activators; actives 2.4% (n = 320,000); AID 485313;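 further: potency means the concentration at half of the fitted maximal effect; % of control where 0% means no effect; nearly all actives have a fitted effect of over 60% in size; reporter is driven by a mutant NPC1 promoter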
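Huh7 cells stably carrying NPC1 promoter–luciferase, plated in Opti-MEM with 10% FBS for 2 h, were exposed to compound in DMSO for 24 h at 37 °C; luciferase reagent was added for 10 min and luminescence read.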
Gal4-VP16 FLuc – inhibits Gal4-VP16 luciferase reporter, ROR gamma counter-screen. Drosophila S2 Gal4-VP16 UAS-luciferase, luminescence, 20 h. Potency, µM (top dose mostly 53.6 µM), inactives show top-dose activity, negative = inhibition, actives largely listed as inhibitors. actives 3.5% (n = 310,000);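 further: Gal4-VP16 expression switched on by copper sulfate through the metallothionein promoter; potency means the concentration at half of the fitted maximal effect; on the % scale 0 is the no-effect control and ±100 the full control effect; nearly all actives have a fitted effect of over 50% in size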
PKM2 act – PKM2 (human) enzyme activation | P14618 | Potency, µM (top dose mostly 57.5 µM), for the others: at the highest dose activation, actives largely listed as activators | actives 0.34% (n = 260,000) | AID 1631 | purified PKM2, Kinase-Glo ATP luminescence, activation; response scale: 0% is enzyme alone, no compound; further: potency means the concentration at half of the fitted maximal effect; on the % scale 0 is the no-effect control and ±100 the full control effect; nearly all actives have a fitted effect of over 55% in size
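Purified hPK-M2 (>95% pure) converted ADP (0.1 mM final) to ATP with 0.5 mM PEP in 50 mM imidazole pH7.2, KCl, MgCl2, Tween 20, BSA; 1 h at room temperature. ATP detected by Kinase-Glo luminescence.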
BRCA1 expr up – BRCA1 expression activation; actives 1.1% (n = 380,000); MCF7-BRCA1-FFLuc reporter, luminescence, 48 h; response scale: scaled: vehicle 0%, 10 µM genistein 100%; Potency, µM (top dose mostly 46.1 µM), inactives show at the highest dose activation, most hits filed as activators; AID 624202; further: potency means the concentration at half of the fitted maximal effect; nearly all actives have a fitted effect of over 80% in size; some results filed as inactive show a strong effect at the top dose
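Reporter cells (MCF7, BRCA1 promoter-firefly luciferase) received library compounds across a concentration series for 48 h. End-point luminescence was measured and concentration-effect curves derived after normalization.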
ELG1 genotoxic – inducers of genotoxicity in HEK293T ELG1-luciferase cells; HEK293T ELG1-luciferase reporter, luminescence, 16 h; actives 1.3% (n = 330,000); Potency, µM (top dose mostly 46 µM), without a hit: at the top dose activity change, positive = activation, actives largely listed as activators; AID 504466; further: potency means the concentration at half of the fitted maximal effect; % of control where 0% means no effect; nearly all actives have a fitted effect of over 60% in size
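Genotoxic stress is detected as increased luminescence from luciferase-tagged ELG1 in HEK293T cells, measured with ONE-Glo after a 16 hr treatment at 37 °C.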
Giardia kill – Giardia lamblia killing; Giardia lamblia trophozoite viability; activity change, % at 7.66 µM, hits read low; actives 0.15% (n = 340,000); AID 540267; in the data active means activity change below about -80%; inconclusive means between about -30% and that limit;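 further: parasites exposed to compound for two days anaerobically before the ATP read; on the % scale 0 is the no-effect control and ±100 the full control effect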
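Viability, read as ATP luminescence: trophozoites at 100 cells/well, compound added, 48 hrs anaerobic at 37 deg C, then 15-30 min room-temperature development before reading.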
p53 reactivation – restores transcriptional activity of mutant p53; actives 0.063% (n = 320,000); Potency, µM (titrated, usually from 92.2 µM), for inactives: at the top dose activity change, positive = activation, hits mostly activators; H1299 p53-A138V BP100-luciferase reporter, luminescence, 24 h; further: potency means the concentration at half of the fitted maximal effect; % of control where 0% means no effect; nearly all actives have a fitted effect of over 45% in size
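H1299 (p53-null), stable ts p53-A138V + BP100-Luc; 1000 cells/well, Opti-MEM/10% FBS; cpd 4 pt, 1:5; 24 h, 37 deg C, 5% CO2; detection reagent 10 min RT; luminescence.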
FLuc modulator – counter-screen for miR-21 project: firefly luciferase inhibitors or activators | P08659 | purified FLuc, Km substrates, luminescence inhibition | Potency, µM (top dose mostly 57.5 µM), inactives show top-dose activity change, negative = inhibition, usual class: inhibitors | actives 6.9% (n = 360,000);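 further: potency means the concentration at half of the fitted maximal effect; plate controls were vehicle for no effect and reference inhibitor for full effect; nearly all actives have a fitted effect of over 55% in size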
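Purified P. pyralis luciferase, 10 nM final, with Km-level 10 uM D-luciferin and 10 uM ATP in 50 mM Tris acetate pH 7.5, 10 mM Mg acetate, 0.01% Tween-20, 0.05% BSA; 6-point qHTS titration about 60 µM downward; luminescence read.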
Rab9 promoter act – Rab9 promoter activation; Huh7 Rab9 promoter-luciferase reporter, luminescence, 24 h; Potency, µM (series often up to 9.22 µM), for inactives: at the highest dose activation, negative = inhibition, most hits filed as activators; actives 2.8% (n = 320,000); AID 485297; further: potency means the concentration at half of the fitted maximal effect; % of control where 0% means no effect; nearly all actives have a fitted effect of over 60% in size
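Luminescence read-out: Huh7 cells stably expressing Rab9-luciferase, treated 24 h with compound at 37 °C, then lysed with luciferase reagent for 10 min at ambient before reading.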
Menin-MLL TR inh – inhibitors of human menin-MLL interaction, mutant MLL peptide; AID 1768; Potency, µM (series often up to 61.6 µM), for the others: at the highest dose FP activity change, negative = inhibition, hits mostly inhibitors; Menin + Texas Red MLL mutant peptide, fluorescence polarization; actives 0.23% (n = 270,000); active means well fitted inhibition curve with a large enough effect in the polarisation, with a control signal flat, not every such curve was filed as active; inconclusive means small, poorly fitted or top-dose-only effect, or effect the other way, or a change in a side signal; inactive means no such curve, though single readings can be large or run the other way; the % refers to the polarisation; further: potency means the concentration at half of the fitted maximal effect; % of control where 0% means no effect; many of its hits are not listed in these tables
Target sequence (O00255 whole entry, looked up): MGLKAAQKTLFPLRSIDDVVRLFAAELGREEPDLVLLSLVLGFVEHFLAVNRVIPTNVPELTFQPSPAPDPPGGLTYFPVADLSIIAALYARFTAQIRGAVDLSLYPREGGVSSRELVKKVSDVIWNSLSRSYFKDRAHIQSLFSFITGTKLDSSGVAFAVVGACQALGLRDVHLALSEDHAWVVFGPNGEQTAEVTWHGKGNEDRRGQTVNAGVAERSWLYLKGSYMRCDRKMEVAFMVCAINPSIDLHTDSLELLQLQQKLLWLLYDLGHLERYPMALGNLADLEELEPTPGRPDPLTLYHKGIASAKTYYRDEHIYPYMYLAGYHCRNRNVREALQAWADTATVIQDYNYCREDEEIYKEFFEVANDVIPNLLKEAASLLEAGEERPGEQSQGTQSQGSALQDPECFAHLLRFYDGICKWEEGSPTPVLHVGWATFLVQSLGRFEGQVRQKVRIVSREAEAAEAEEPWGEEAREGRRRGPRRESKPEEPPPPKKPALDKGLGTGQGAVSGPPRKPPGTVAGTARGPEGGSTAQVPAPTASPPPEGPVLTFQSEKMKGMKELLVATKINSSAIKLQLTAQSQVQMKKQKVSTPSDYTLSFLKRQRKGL
* hit, by the source's call; ? = inconclusive; · = no result given; & = joins results of further samples; [ ] = remark or other dose. Unless noted, the call rests on the fitted dose curve; in most records, active means well fitted curve in the direction sought with a large enough effect; inconclusive means small, poorly fitted or top-dose-only effect, or another doubt; inactive means no such curve, though single readings can be large; an effect the other way counts as inactive or inconclusive.

Sample of the layout:
SMILES	RORg inh	NPC1 promoter act	Gal4-VP16 FLuc	PKM2 act	BRCA1 expr up	ELG1 genotoxic	Giardia kill	p53 reactivation	FLuc modulator	Rab9 promoter act	Menin-MLL TR inh
O=C(O/N=C\c1ccc(N2CCCCC2)c([N+](=O)[O-])c1)c1ccc(Cl)cc1Cl	15%	-4%	5%	-5%	-1%	-2%	4	-6%	-1%	-8%	-2%
COc1ccc(NC(=O)COC(=O)c2ccc(C)c(S(=O)(=O)N3CCCCC3)c2)cc1	·	-8%	·	·	0%	-1%	11	-6%	-11%	-3%	·

All compounds of this part, previewed entries included:
SMILES	RORg inh	NPC1 promoter act	Gal4-VP16 FLuc	PKM2 act	BRCA1 expr up	ELG1 genotoxic	Giardia kill	p53 reactivation	FLuc modulator	Rab9 promoter act	Menin-MLL TR inh
O=C(O/N=C\c1ccc(N2CCCCC2)c([N+](=O)[O-])c1)c1ccc(Cl)cc1Cl	15%	-4%	5%	-5%	-1%	-2%	4	-6%	-1%	-8%	-2%
COc1ccc(NC(=O)COC(=O)c2ccc(C)c(S(=O)(=O)N3CCCCC3)c2)cc1	·	-8%	·	·	0%	-1%	11	-6%	-11%	-3%	·
COc1ccc(C(=O)N2CCC(C(=O)O)CC2)cc1	17%	-3%	-5%	-5%	9%	5%	-15	2%	4%	0%	-1%
CSCCC(NC(=O)c1ccc(Cl)cc1)C(=O)NC(C)(C)C (centres undefined)	-33%	0%	-6%	-4%	4%	2%	21	-1%	-2%	17%	-2%
C=CCN(CC=C)S(=O)(=O)c1ccc(NC(=S)NC(=O)c2ccco2)cc1	0%	1%	?	-4%	-27%	-11%	-1	5%	-1%	-4%	38%[activator]
CCN(CC)C(=O)COc1ccc(-c2nnc(N3CCCCC3)c3ccccc23)cc1	-1%	1%	?	9%	-17%	-11%	-14	3%	?	0%	-13%
CCOC(=O)CNC(=O)CCCCCC(=O)NCC(=O)OCC	-13%	-3%	-5%	-4%	7%	1%	10	-1%	4%	-5%	-1%
CCCSc1nc2c(c(=O)n1CC)SC(C)C2 (centres undefined)	-18%	-2%	5%	-1%	2%	1%	?	-6%	0%	-8%	-10%
O=C(Cc1cn(Cc2cccc(Cl)c2)c2ccccc12)N1CCCCCC1	8%[10 µM]	-1%	2%	-3%	-34%	-5%	-3	-5%	-1%	1%	?
CC(C)C(OC(=O)c1cccs1)C(=O)NCc1ccco1 (centres undefined)	-32%	1%	3%	0%	6%	1%	-3	-6%	1%	-5%	-12%
CN(C(=O)c1cc2ccccc2cc1O)C1CCCCC1	6%	-7%	-2%	2%	0%	9%	-7	8%	-12%	5%	·
COc1ccc(S(=O)(=O)Nc2c(C)cccc2C)cc1-n1cnnn1	-38%	1%	-4%	0%	-12%	1%	12	-4%	2%	2%	10%
CN(C)CCCNC(=O)Cc1ccc(Br)cc1	?	1%	10%	1%	1%	2%	1	2%	0%	-1%	-1%
CCOc1ccc(CCNC(=O)COC(=O)c2c(OC)cccc2OC)cc1OCC	·	-2%	·	·	2%	-6%	5	5%	3%	-1%	·
O=C(Nc1ccc(Cl)c([N+](=O)[O-])c1)C(Sc1ccccc1)c1ccccc1 (centres undefined)	-81%	1%	?	-4%	-93%[inhibitor]	1%	10	-6%	2%	-4%	?
CCOC(=O)CSc1nc2cc3c(cc2cc1CC)OCCO3	74%	-5%	7%	5%	-31%	-1%	-11	3%	10%	-1%	10%
COC(=O)C(C)(C)ONC(=O)Nc1ccc([N+](=O)[O-])cc1	13%	-5%	11%	-1%	12%	1%	6	1%	4%	-4%	9%
CN(C)S(=O)(=O)c1ccc(C(=O)N2CCN(C(=O)C3CCCO3)CC2)cc1 (centres undefined)	·	-1%	·	·	3%	-2%	15	1%	·	0%	·
CC(C)CCn1c(Sc2nc3ccccc3o2)nc2c1c(=O)[nH]c(=O)n2C	-23%	-3%	?	-13%	-74%	2%	9	?	?	-4%	4%
O=C(CN1CCN(c2ccccc2)CC1)Nc1nnc(-c2ccccc2)s1	?	0%	-30%	7%	-4%	0%	17	-2%	-1%	6%	-11%
NC(=O)C1c2ccccc2Oc2ccccc21	-3%	0%	5%	·	-6%	0%	4	3%	-1%	-1%	-23%
Cc1ccc(C(=O)/C=C/C(=O)O)cc1	11µM*	4%	7.9µM*	5%	-57%	0%	5	-38%[inhibitor]	?	1%	8%
Cc1nn(CC(=O)N2CCCC2)c(=O)c2nn(-c3ccccc3)c(C)c12	-8%	-14%	6%	·	-9%	-1%	-1	5%	0%	-8%	-2%
CCNc1nc(N2CCCCC2)nc(-n2nnc(C(=O)OCC)c2C)n1	-2%	-1%	0%	-9%	-10%	-5%	-6	-27%	1%	-3%	-28%
OCCC1CN(Cc2cc3c(cc2Cl)OCO3)CCN1Cc1ccccc1 (centres undefined)	-13%	-2%	0%	19%	-8%	-3%	4	-4%	0%	1%	?
CC(C)c1ccc(/C=N/NC(=O)c2ccc(-n3cnnn3)cc2)cc1	·	-1%	·	·	-37%	-6%	-11	0%	5.4µM*	-1%	·
COC(=O)Cn1c(CCC(=O)O)ccc1-c1ccccc1	-6%	-1%	6%	10%	-7%	1%	30	-4%	0%	-3%	14%
Cc1cccc(NC(=O)C2CCN(S(=O)(=O)c3ccc4ccccc4c3)CC2)n1	·	-4%	·	·	-42%	0%	-12	-2%	1%	-7%	·
CCCN1CCN(CCCNC(=O)c2cc3c(=O)[nH]c4ccccc4c3s2)CC1	?	-1%	?	0%	1%	7%	-18	13%	0%&-6%	-5%	-12%
CCC1CCCCN1CCCNC(=O)CC1Oc2ccc(C)cc2NC1=O (centres undefined)	-3%	-5%	2%	-1%	-20%	0%	12	?	-1%	0%	-14%
CCOC(=O)c1cccc(NC(=O)CSc2nnc(-c3ccoc3C)n2CC)c1	16%	1%	-3%	10%	3%	4%	-14	-11%	2%	-6%	0%
Cc1cccc(OCC(=O)NCC(=O)N/N=C/c2cccs2)c1	-34%	-4%	3%	-3%	7%	1%	-15	-9%	-5%	-6%	2%
N#Cc1c(N)nc(SCc2ccccn2)c(C#N)c1-c1cccs1	13µM*	-4%	-15%	?	-83%	-16%	15	-26%	3%	-4%	23%
CSc1nc2ccccc2n1Cc1cccc(F)c1	-33%	1%	14%	4%	-1%	?	1	-14%	-1%	-5%	16%
O=C1c2cccc3c(N4CCCCC4)ccc(c23)C(=O)N1c1ccccc1O	1%	-2%	?	3%	-16%	-4%	0	-1%	?	11%	-8%
COc1c2ccoc2c(OC[C@@H](O)C(C)(C)O)c2oc(=O)ccc12	-15%	-2%	6%	-3%	68%	0%	-11	-2%	3%	-4%	-2%
CC(=O)Nc1nc2nc(-c3ccccc3)cc(-c3ccccc3)n2n1	2%	1%	-7%	-9%	7%	-3%	-2	-14%	-16%	-5%	-28%
Cc1cccc(NC2SC(=O)N(c3ccccc3)C2=O)c1 (centres undefined)	-17%	0%	-27%	1%	35%	22%	3	?	13%	8%	?
COc1cc(C(=O)NNC(=O)c2ccoc2C)cc(OC)c1OC	-1%	-4%	-9%	-11%	-26%	0%	18	1%	1%	-16%	11%
c1cc(CNCC2CCCO2)ccn1 (centres undefined)	-3%	-3%	-5%	3%	3%	-2%	-21	-3%	-2%	-6%	-16%
O=C(CCNS(=O)(=O)c1c(Cl)cccc1Cl)N1CCCC1	·	0%	·	·	7%	-2%	-13	1%	1%	-3%	·
COc1ccc(C(=O)N2CCN=C2SC)cc1	7%	0%	-10%	-8%	13%	0%	16	18%	-13%	3%	7%
C=Cc1ccc(Cn2nc(-c3ccccc3)ccc2=O)cc1	-3%	-3%	-3%	·	-7%	1%	-16	-1%	-8%	2%	-22%
O=C1CCc2cc(S(=O)(=O)NCCC(=O)N3CCN(c4cccc(Cl)c4)CC3)ccc2N1	37%	-8%	-4%	4%	-48%	-3%	14	-14%	1%	-5%	8%
CC(=O)Nc1ccc(S(=O)(=O)N2CCN(CC(=O)N3CCOCC3)CC2)cc1	4%	3%	-8%	-8%	-4%	0%	4	-2%	1%	0%	·
Cc1nc2ccc(NC(=O)[C@@H](NC(=O)c3c(F)cccc3F)C(C)C)cc2s1	·	1%	·	·	-24%	4%	-17	?	-7%	0%	·
COc1cccc(C2/C(=C(/O)c3ccc4c(c3)CC(C)O4)C(=O)C(=O)N2c2nnc(C)s2)c1 (centres undefined)	1%	1%	11%	·	-8%	3%	29	5%	3%	0%	·
FC(F)(F)COc1nc(OCC(F)(F)F)nc(N2CCN(c3ccccc3)CC2)n1	-14%	-3%	?	-1%	-19%	-8%	-18	1%	1%	0%	-19%

This is a subset (hit frequency here may not be typical).
